PAD4 inh: inhibitors of human PAD4. recombinant PAD4, RCA probe fluorescence polarization. inhibition, % at 6.36 µM. Q9UM07. 330,000 tested, 0.41% active. AID 485272;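 active = percent inhibition above a cutoff equal to the mean of all tested compounds plus 3 SD, cut at about 15% in these data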;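 also: 0% = PAD4 with RCA probe and DMSO and 100% = probe without PAD4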
Fam108B counter: counter-screen for RBBP9 inhibitors: inhibitors of mouse Fam108B | recombinant Fam108B, FP-Rh probe fluorescence polarization | inhibition, % at 9.51 µM | 300,000 tested, 0.33% active | AID 1947;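 active = inhibition above the screen mean inhibition plus 3 SD, computed separately per campaign, cut at about 18% in these data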;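 also: inhibitors lower polarization as less probe binds the enzyme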
PME-1 inh: PME-1 (human) inhibition. Q9Y570. recombinant PME-1, FP-Rh probe fluorescence polarization. inhibition, % at 5.9 µM. 320,000 tested, 0.53% active;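 active = inhibition above the campaign mean of all compounds plus 3 SD, cut at about 26% in these data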;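 also: competitive labeling of PME-1 active site by serine hydrolase directed probe; 0% = PME-1 with DMSO and 100% = wells lacking PME-1 enzyme; inhibitors block probe labeling so polarization falls and inhibition rises; many of its hits are not listed in these tables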
Target sequence (Q9Y570 whole entry, looked up): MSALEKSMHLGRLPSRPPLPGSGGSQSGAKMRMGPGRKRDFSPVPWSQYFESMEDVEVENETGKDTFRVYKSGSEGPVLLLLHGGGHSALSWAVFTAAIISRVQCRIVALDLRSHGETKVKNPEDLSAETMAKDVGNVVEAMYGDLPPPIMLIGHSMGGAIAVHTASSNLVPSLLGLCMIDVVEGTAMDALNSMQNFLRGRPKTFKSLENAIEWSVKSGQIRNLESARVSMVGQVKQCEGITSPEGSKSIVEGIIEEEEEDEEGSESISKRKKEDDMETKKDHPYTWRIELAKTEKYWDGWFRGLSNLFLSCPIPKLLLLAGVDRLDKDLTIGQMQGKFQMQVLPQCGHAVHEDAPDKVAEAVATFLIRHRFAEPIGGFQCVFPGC
PAFAH1B3 inh: PAFAH1B3 (human) inhibition. Q15102. recombinant PAFAH1B3, FP-rhodamine probe, fluorescence polarization. inhibition, % at 3.39 µM. 340,000 tested, 0.28% active. AID 492972;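 active = inhibition above the screen-wide average of all tested compounds plus 3 SD, cut at about 25% in these data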;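 also: 0% = enzyme with DMSO only and 100% = wells lacking PAFAH1B3 protein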
Target sequence (Q15102 whole entry, looked up): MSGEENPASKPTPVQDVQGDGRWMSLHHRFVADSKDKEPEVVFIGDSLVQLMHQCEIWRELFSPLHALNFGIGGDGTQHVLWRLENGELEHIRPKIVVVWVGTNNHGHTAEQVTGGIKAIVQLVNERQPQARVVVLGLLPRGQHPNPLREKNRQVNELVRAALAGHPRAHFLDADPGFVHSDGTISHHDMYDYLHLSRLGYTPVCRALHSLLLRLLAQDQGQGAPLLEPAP
GSTO1 counter: blocks human GSTO1 in RBBP9 counter-screen; AID 1974; inhibition, % at 5.96 µM; recombinant GSTO1, activity-based probe fluorescence polarization; P78417; 300,000 tested, 1.1% active;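 active = inhibition above the campaign mean inhibition plus 3 SD, cut at about 35% in these data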;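 also: 0% = GSTO1-1 with DMSO and 100% = wells lacking GSTO1-1 enzyme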
PAFAH1B2 FP inh: inhibitors of human PAFAH1B2 | P68402 | recombinant PAFAH1B2, FP-rhodamine activity probe, fluorescence polarization | inhibition, % at 3.39 µM | 340,000 tested, 1.2% active;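 active = inhibition above the mean of all tested compounds plus 3 SD, cut at about 24% in these data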;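 also: 0% = enzyme with DMSO and 100% = wells lacking PAFAH1B2; many of its hits are not listed in these tables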
Target sequence (P68402 whole entry, looked up): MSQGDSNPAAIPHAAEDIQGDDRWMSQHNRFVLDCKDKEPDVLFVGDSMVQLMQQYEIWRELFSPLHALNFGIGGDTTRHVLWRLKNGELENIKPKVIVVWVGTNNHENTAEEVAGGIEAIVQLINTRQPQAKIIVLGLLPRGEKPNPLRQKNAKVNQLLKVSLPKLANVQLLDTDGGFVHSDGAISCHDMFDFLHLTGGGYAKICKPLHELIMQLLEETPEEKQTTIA
pPAFAH FP inh: pPAFAH (human) enzyme inhibition | Q13093 | recombinant pPAFAH, FP-rhodamine probe fluorescence polarization | inhibition, % at 3.39 µM | 330,000 tested, 1.5% active | AID 463082;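 active = inhibition above the mean inhibition across the screen plus 3 SD, cut at about 25% in these data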;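 also: inhibitors block binding of the rhodamine activity-based probe so polarization drops; 0% = enzyme with DMSO and 100% = wells lacking pPAFAH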
PAFAH2 FP inh: inhibitors of human PAFAH2; Q99487; inhibition, % at 3.39 µM; recombinant PAFAH2, FP-rhodamine activity probe, fluorescence polarization; 340,000 tested, 0.99% active;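 active = inhibition above the mean over all tested compounds plus 3 SD, cut at about 30% in these data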;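 also: inhibitors block probe labeling of enzyme so polarization drops; 0% = enzyme with DMSO and 100% = wells lacking PAFAH2 protein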
LYPLA1 inh: blocks human lysophospholipase 1, a PME1 counter-screen. recombinant LYPLA1, FP-Rh probe fluorescence polarization. inhibition, % at 5.9 µM. 320,000 tested, 0.16% active;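 active = inhibition above the mean of all tested compounds plus 3 SD, set per campaign, cut at about 14% in these data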;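 also: inhibitors block serine hydrolase probe labeling of LYPLA1 so polarization falls; 0% = enzyme with DMSO and 100% = wells lacking LYPLA1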
Target sequence (O75608 whole entry, looked up): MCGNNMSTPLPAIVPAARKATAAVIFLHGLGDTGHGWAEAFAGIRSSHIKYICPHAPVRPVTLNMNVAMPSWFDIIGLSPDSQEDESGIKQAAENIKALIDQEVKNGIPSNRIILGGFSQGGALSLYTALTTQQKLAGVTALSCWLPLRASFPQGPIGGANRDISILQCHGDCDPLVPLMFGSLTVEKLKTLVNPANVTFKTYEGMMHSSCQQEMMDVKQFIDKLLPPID
An asterisk follows results filed as active; . = no result given.

SMILES	PAD4 inh	Fam108B counter	PME-1 inh	PAFAH1B3 inh	GSTO1 counter	PAFAH1B2 FP inh	pPAFAH FP inh	PAFAH2 FP inh	LYPLA1 inh
CS(=O)(=O)C1=NSC2=NC(=O)/C(=C\c3cccn3-c3ccc(Cl)cc3)C(=N)N21	-9	-14	-24	5	-38	64*	-12	-9	-12
O=C1CCc2cc(S(=O)(=O)Nc3ccccc3)cc3c2N1CC3	-5	-3	2	8	3	0	17	-3	0
O=[N+]([O-])c1cccc2c(N3CCCC3)ccnc12	-3	3	4	4	3	1	1	1	1
O=C(NC1CCCc2ccccc21)c1c(F)cccc1Cl (centres undefined)	0	-1	-3	9	-1	5	0	10	2
COc1cccc(NC(=S)N(CCc2c(C)[nH]c3ccc(C)cc23)Cc2cccs2)c1	2	-2	10	6	-6	9	7	11	-2
Cc1nc2ccccn2c1C(=O)NC1CCCCC1	0	2	-4	8	-6	5	0	-2	-5
Cc1ccc(C(C)C)c(OCC(=O)N/N=C/C2CCCCC2)c1	-4	1	4	7	9	3	-1	-1	5
Cc1ccc(/C=N/NC(=O)Cn2nccc2C)o1	1	0	1	8	8	-2	1	0	6
Cn1c(O)c(C2=c3ccccc3=NC2=O)[nH]c1=S	-5	0	4	-8	0	-3	-1	4	3
O=C(Nn1cnnc1)c1ccccc1CCc1ccccc1	-3	-3	-5	-1	3	-2	4	-10	2
CC(C)C(NC(=O)OCc1ccccc1)C(=O)OCC(=O)N1CCCCC1 (centres undefined)	5	-1	8	6	-2	5	-2	1	2
Cn1cnnc1SCc1ccc(C(=O)NN)cc1	0	7	-2	-1	0	2	1	-8	3
c1ccc(C[C@H]2CNCCN2CC2CCCCC2)cc1	2	-2	-10	-5	-2	3	3	8	0
COc1cccc(NC(=O)CS(=O)(=O)c2cccc3nsnc23)c1	3	0	-3	1	6	4	-1	-4	-2
Cc1cc(-c2nnc(CCC(=O)N(C)Cc3ccsc3)o2)no1	-5	-2	3	0	5	4	2	3	0
CC(=O)c1cc(C)ccc1OC(=O)c1cccnc1	2	14	-5	-8	20	3	-6	-1	-1
COC(=O)c1[nH]c2ccc(Br)cc2c1NC(=O)CN1CCCCC1CCO (centres undefined)	-4	0	10	4	-5	5	6	1	-2
O=C(CSC(=S)N1CCCCC1)N1N=CCC1c1ccccc1 (centres undefined)	-4	1	9	12	-2	14	4	7	2
CC(C)=CC(=O)Nc1nnc(-c2ccccc2)s1	2	0	-1	4	-1	1	3	6	0
O=C1O[C@@H](c2ccc(O)cc2)Cc2cccc(O)c21	-1	.	0	-2	.	-2	1	4	-2
Cc1ccccc1OCC(=O)NCCCNC(=O)c1ccncc1	-1	4	5	-5	3	-1	3	1	-3
O=C(NCC1CCCO1)C1CCN(C2CCN(Cc3cccs3)CC2)CC1 (centres undefined)	-3	0	-1	7	-5	1	6	2	1
CCOC(=O)c1[nH]c2cc3c(cc2c1NC(=O)CN1CCc2ccccc2C1)OCO3	-1	4	1	12	3	2	3	-2	-1
c1ccc(-n2nnnc2SCc2ccccn2)cc1	-5	-1	-3	19	-1	0	0	1	-4
N#CC1CC(c2ccc([N+](=O)[O-])cc2)=NN1c1ccc([N+](=O)[O-])cc1 (centres undefined)	-2	0	7	3	-15	1	5	-2	-3
Cc1ccccc1Nc1nc(N)nc(CSc2nnc(C)n2C)n1	-8	-5	1	10	12	4	-2	-2	3
CCCNC(=O)COC(=O)C1CCN(S(=O)(=O)c2ccc3c(c2)OCCO3)CC1	-7	0	-1	6	-2	1	18	-1	0
Cc1cc(C(=O)N2CCN(c3cccc(Cl)c3)CC2)c(C)o1	2	4	1	5	5	6	1	4	2
Cc1nc(C)c(-c2csc(NCCc3ccccc3)n2)s1	1	0	8	1	-1	3	12	5	-2
COC(=O)c1c(NC(=O)CCNCc2ccco2)sc2c1CCC2	-3	2	7	2	-3	-6	4	4	2

Structures listed so far marked active in PAFAH1B2 FP inh.
compound	PAD4 inh	PME-1 inh	PAFAH1B3 inh	PAFAH1B2 FP inh	pPAFAH FP inh	PAFAH2 FP inh
CS(=O)(=O)C1=NSC2=NC(=O)/C(=C\c3cccn3-c3ccc(Cl)cc3)C(=N)N21	-9	-24	5	64*	-12	-9

Continued:
SMILES	PAD4 inh	Fam108B counter	PME-1 inh	PAFAH1B3 inh	GSTO1 counter	PAFAH1B2 FP inh	pPAFAH FP inh	PAFAH2 FP inh	LYPLA1 inh
COC(C(=O)Nc1ccnn1C1CCN(Cc2cnn(C(C)C)c2)CC1)c1ccccc1 (centres undefined)	-3	-1	0	11	0	1	5	8	3
Cc1ccc(S(=O)(=O)N2CCCC2=O)c(C)c1N(C)S(C)(=O)=O	16*	1	-2	7	5	1	0	4	3
COc1ccc(C(CNC(=O)c2ccco2)N2CCOCC2)cc1 (centres undefined)	5	.	-2	13	.	7	2	11	-2
Cc1ccc(C(=O)Nc2nc(=O)n(C(=O)CC(C)C)s2)cc1	-9	-5	-4	12	-5	1	7	2	0
CCN(CC)P(=O)(Nc1ccc(SC(F)F)cc1)c1ccc(N(C)C)cc1NC(=O)c1ccco1 (centres undefined)	0	4	-7	7	1	7	12	6	-2
Nc1nc(OCC2CCCCC2)c2[nH]cnc2n1	-2	-5	2	11	-1	8	3	6	5
CCCCn1c(CCNC(=O)CCC)nc2ccccc21	1	-3	2	-4	1	0	4	7	-1
N#Cc1c(N2CCCC2)nsc1-c1ccccc1	-4	-2	-2	7	6	2	1	9	-3
O=C(COC(=O)c1n[nH]c2ccccc12)Nc1ccccc1Br	-1	.	.	8	.	5	-8	47*	.
CCO[C@@H]1OC(C(=O)Nc2ccccc2)=C[C@H](C2CC2)[C@H]1CCCO	1	-2	1	0	0	-2	4	-5	2
CCCCC(NC(=O)c1ccc(Cl)cc1)C(=O)O (centres undefined)	-3	2	3	8	0	-3	3	-10	-3
NCCCC[C@@H](C(=O)N1CCNCC1)n1cc(CCC(=O)O)nn1	-2	-3	-4	-3	2	3	1	-1	-2
CC(=O)Nc1ccc(/C=N/NC(=O)c2cc3cc(C)ccc3nc2C)cc1	-3	-2	7	11	5	6	5	7	0
CCN(C(=O)COC(=O)c1ccc(=O)n(Cc2ccccc2)n1)C1CCCCC1	-2	.	-5	13	.	3	3	-6	1
O=C(c1ccccn1)N1CCCC(N2CCN(c3ccccc3)CC2)C1 (centres undefined)	-4	3	-4	8	4	1	4	7	-4
CCCCn1c(CCC(=O)O)nc2cc(S(=O)(=O)N3CCCC3)ccc21	-2	.	.	6	.	-3	-2	-5	.
O=C1C2C3C=CC(CC3)C2C(=O)N1/N=C/c1ccco1 (centres undefined)	1	0	1	7	3	-1	4	-2	-1
CCNC(=O)C(=O)Nc1cc2c3c(c1)CCN3C(=O)CC2	0	-3	-9	2	4	2	-3	0	-1
O=C(Nc1ccc(S(=O)(=O)N2CCCCC2)cc1)C1CCCO1 (centres undefined)	-1	1	-1	6	4	2	5	-12	1
CC(NC(=S)NC1CCCCC1)C(c1cccs1)N1CCOCC1 (centres undefined)	-1	0	-1	8	2	4	2	-3	-2
Cc1cc([N+](=O)[O-])nn1Cc1ccccc1F	-1	-4	6	2	-1	-3	-1	6	-3
COc1ccc2oc(=Nc3ccc(C(=O)O)cc3)c(C(=O)NCc3ccco3)cc2c1	1	-5	1	10	-6	9	-5	3	-1
CCCOc1ccc2c(=O)c(-c3cc(C(=O)OC)oc3C)c(C)oc2c1	-6	1	3	3	-3	2	-2	2	-2
CC(=O)c1ccc(OC(C)C(=O)NCC2(N3CCOCC3)CCCCC2)cc1 (centres undefined)	-3	.	.	12	.	3	4	-1	.
COc1ccc(C(=O)NCC(=O)Nc2ccc(F)cc2)cc1OC	2	1	4	0	7	1	-5	0	-1
CCOc1cc(/C=N/O)cc(Br)c1OC	4	4	0	15	-9	4	5	-3	-2
COc1ccc(-n2ncc3c(=O)n(CC(=O)N(C(C)C)C(C)C)cnc32)cc1	1	-3	-3	2	-4	-2	8	0	0
O=C(CCS(=O)(=O)c1cccc2nsnc12)NCc1ccccc1Cl	6	-2	2	6	3	-4	1	-13	1
O=C(c1cccc(C(F)(F)F)c1)N1CCC2(CC1)NCCc1[nH]cnc12	-7	-5	-3	4	-17	4	4	3	2
COc1ccccc1N1CC(C(=O)NCCC2=CCCCC2)CC1=O (centres undefined)	0	.	9	5	.	3	1	3	-2
CSc1ccc(/C=N/NC(=O)CN2CCN(Cc3ccc(Cl)cc3)CC2)cc1	1	0	-1	4	9	-2	-1	-3	0
CCOC(=O)CN=C1CC(C)(C)CC2=C1Sc1ncnc(N(C)C)c1N2	-5	0	1	-2	15	3	-2	-1	5
COc1cc(/C(C)=N/NC(=O)c2ccc(CSc3nncn3C)cc2)cc(OC)c1OC	-3	-1	3	6	3	-1	4	3	1
CC12CCC(CC1=O)C2(C)C (centres undefined)	2	-3	6	1	3	4	0	7	0
CC(C)NCC(O)COc1ccc2c(c1)CCC2 (centres undefined)	-3	2	2	15	3	-1	3	5	-2
CC1(C)CC(=O)C(=Cc2cn(CCC#N)nc2-c2ccc(F)cc2)C(=O)C1	-1	-4	0	2	-1	3	0	-2	4
O=C(NCc1ccccc1)/C(=C/c1ccccc1)NC(=O)c1ccco1	1	-1	-5	11	5	6	-2	3	1
CC(=O)NC1=NN(C(C)=O)C(C)(c2ccccc2)S1 (centres undefined)	1	-1	2	2	3	4	-6	3	0
COc1ccc(NC(=O)c2cccc(N3C(=O)C4CC=C(C)CC4C3=O)c2)c(OC)c1 (centres undefined)	-3	0	-3	0	5	0	2	3	-4
Cc1ccc(NC(=S)NCc2ccc(Cl)cc2)c(C)c1	-2	-1	11	6	5	2	1	5	-1
O=C(O)c1nccnc1C(=O)Nc1ccc(Oc2c(Cl)cccc2Cl)nc1	2	3	2	.	0	.	1	.	-1
O=C(c1c[nH]c2ccccc12)C(F)(F)F	-4	1	-5	-1	1	-1	1	-6	-2
COc1ccc(C(=O)NN2CCOCC2)cc1	0	-3	2	4	-1	-5	-1	0	-3
CSc1nc(-c2ccco2)cc(C(F)(F)F)c1C#N	-7	0	-6	6	4	-2	7	-4	-5
O=C(CSc1ncccc1C(=O)O)NC1CCCCCCC1	-1	5	-2	9	7	17	4	8	-2
Cn1c(SCC(=O)c2ccc3c(c2)OCCO3)nnc1C1CC1	3	5	-1	10	7	9	2	2	1
S=C(NCc1cccs1)Nc1ccccc1Cl	-1	4	1	-4	-2	5	-1	6	-2
CCCc1cc(=O)[nH]c2nnc(SCC(=O)Nc3cccc(NC(C)=O)c3)n12	-1	-1	-1	1	-4	-4	2	-5	3
O=C(CSc1ccc2c(c1)OCCO2)Nc1ncccc1O	0	3	-3	13	15	8	-1	11	0
O=C(COC(=O)CSc1nnc(-c2ccc(Cl)cc2)o1)Nc1cc(Cl)cc(Cl)c1	4	-16	-11	-7	5	-2	0	-13	-2
Continuation:
SMILES	PAD4 inh	Fam108B counter	PME-1 inh	PAFAH1B3 inh	GSTO1 counter	PAFAH1B2 FP inh	pPAFAH FP inh	PAFAH2 FP inh	LYPLA1 inh
CC(CC(=O)NCc1ccccc1)C1CCCO1 (centres undefined)	2	0	4	0	-1	0	0	-3	0
CCCC(=O)Nc1ccc(NC(=O)c2ccccc2)nc1	-3	2	-4	-2	-5	1	-4	-7	1
CCN(c1ccc(NC(=O)COC(=O)c2ccc3ccccc3n2)cc1)C(C)C	0	5	3	-4	-2	2	23	5	-2
O=c1[nH]c([N+](=O)[O-])nn1C(c1ccccc1)c1ccccc1	-4	8	-2	4	7	4	5	1	0

Some of the compounds tested, so the mix of outcomes need not match the whole.
